Compound activity as filed in PubChem BioAssay.
AddAB inh: less growth of phage-infected E. coli with AddAB. 0.29% of 330,000 active. E. coli expressing H. pylori AddAB, absorbance growth. inhibition, % at 11.9 µM; in the data active = inhibition above about 12%;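 note: 0% = vehicle wells of infected cells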
phage Ecoli inh: E. coli growth loss with phage present | growth absorbance | inhibition, % at 11.9 µM | 0.26% of 360,000 active | AID 651602; in the data active = inhibition above about 11%
DSG3 Ab inh: inhibitors of pemphigus antibody binding to human desmoglein-3 | binding (percent of control), % at 10 µM | 0.48% of 310,000 active | DSG3-coupled beads, scFv-anti-DSG3-GFP binding, flow cytometry; active compounds read low | AID 588358;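 active = binding more than 3 SD below its plate's average and above zero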;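 note: hits lower antibody fragment binding to DSG3; some compounds called inactive have numbers as strong as hits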
Ecoli viability: reduces bacterial viability in AddAB counter-screen; inhibition, % at 11.9 µM; AID 449728; 0.27% of 330,000 active; E. coli V3065 growth, OD600 absorbance, 18 h;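 active = inhibition above the campaign's mean inhibition across all tested compounds plus 3 SD, cut at about 9.9% in these data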;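 note: uninfected addAB+ strain grown without phage in ampicillin broth; 0% = DMSO wells and 100% = ciprofloxacin 0.95 µg/ml wells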
PKA-R1A activ: PKA-R1A complex activation; P00514+P68181; PKA-R1A dissociation, Cy5-IP20 fluorescence polarization; scaled: DMSO 0%, 113 µM cGMP 100%; activation, % at 11.4 µM; 0.083% of 340,000 active;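 active = percent activation above the mean of all tested compounds plus 3 SD, cut at about 19% in these data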;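 note: higher means more PKAc released from R1A so a rise in polarization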
HTR5A ag: activates human HTR5A in OPRM1-OPRD1 agonist counter-screen; P47898; HTR5A agonist assay, luminescence, cell-based; activation, % at 9.3 µM; 0.61% of 340,000 active; in the data active = activation mostly above about 9.5%, no sharp cut-off; inactive = mostly below about 7.6%;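 note: 0% = cells with vehicle only and 100% = reference agonist; strong numbers were not always called active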
Target sequence (P47898 whole entry, looked up): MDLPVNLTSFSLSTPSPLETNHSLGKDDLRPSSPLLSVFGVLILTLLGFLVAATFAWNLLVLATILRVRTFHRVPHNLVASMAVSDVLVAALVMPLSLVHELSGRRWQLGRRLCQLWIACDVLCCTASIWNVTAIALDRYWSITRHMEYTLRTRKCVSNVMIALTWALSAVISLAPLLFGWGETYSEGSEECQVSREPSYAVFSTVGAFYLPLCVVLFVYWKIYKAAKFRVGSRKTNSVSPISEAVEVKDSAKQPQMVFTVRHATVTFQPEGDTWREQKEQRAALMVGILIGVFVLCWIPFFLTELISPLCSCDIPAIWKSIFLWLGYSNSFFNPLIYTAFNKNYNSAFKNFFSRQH
Mot1-301 SUMO: blocks SUMOylation pathway, rescuing yeast Mot1-301 growth | S. cerevisiae Mot1-301 growth rescue, ATP luminescence, 38.5C; percent above DMSO median, 100 means doubled | growth rescue, % at 18.8 µM | 1% of 320,000 active | AID 2716;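 active = every valid replicate shows activation above 250% relative to neutral control wells; inactive = the rest, any valid replicate at or below 250%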;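 note: OY570 slx delta 5 strain wells were the positive control but not used for scaling; some compounds called inactive have numbers as strong as hits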
OPRM1-OPRD1 inv: mu-delta opioid heterodimer inverse agonism; inhibition, % at 9.3 µM; P35372+P41143; 0.21% of 340,000 active; cell-based MOR-DOR heterodimer luminescence; AID 504357; in the data active = inhibition above about 22%, passing the limit was not always enough;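 note: 0% = cells with DMSO and 100% = wells without cells with DMSO; values of inactives mirror those of a sister screen read the other way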
HTR5A inv ag: HTR5A inverse agonism, opioid heterodimer counter-screen. P47898. HTR5A cell line, luminescence. inhibition, % at 9.3 µM. 0.083% of 340,000 active. AID 504634; in the data active = inhibition mostly above about 23%, no sharp cut-off; inactive = mostly below about 18%;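 note: 0% = cells with DMSO and 100% = no-cell wells with DMSO; some compounds called inactive have numbers as strong as hits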
PfHsp90 set2: growth inhibition of yeast expressing Plasmodium Hsp90 | 0.32% of 310,000 active | inhibition, % at 9.4 µM | S. cerevisiae expressing PfHsp90, BacTiter-Glo ATP, 48 h; yeast lacking PDR1 and PDR3 efflux regulators | AID 504621;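 active = every replicate shows inhibition above about 80%, whatever the replicate mean, limit read from the data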;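 note: 0% = DMSO neutral controls and 100% = 20 µM radicicol positive controls; yeast relying on Plasmodium falciparum Hsp90 in place of its own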
MOR-DOR ag: agonists of human mu-delta opioid receptor heterodimerization; P35372+P41143; cells, OPRM1-OPRD1 heterodimerization, luminescence; activation, % at 9.3 µM; 0.3% of 340,000 active; AID 504326; in the data active = activation above about 18%;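 note: 0% = vehicle-treated cells and 100% = reference agonist; values of inactives mirror those of a sister screen read the other way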
* = called active by the depositor; / = not tested or not shown. Compounds were not picked by outcome. Share with any hit: about 3.2%.

Values run as follows: AddAB inh, PKA-R1A activ, PfHsp90 set2, HTR5A inv ag, phage Ecoli inh, HTR5A ag, DSG3 Ab inh, Ecoli viability, OPRM1-OPRD1 inv, MOR-DOR ag, Mot1-301 SUMO
1. COc1ccc(C(=O)/C=C/C(=O)N(CC(=O)NC2CCCCC2)Cc2cccs2)c(O)c1
 : 0.3, -16, 94*, 7, 2.9, -2, 106, 0.3, 28, -5.4, 155
2. CCN1C(=O)c2cccc3c(NC(=O)c4ccc(OC)c(OC)c4)ccc1c23
 : 2.5, -11, -16, -22, 2.1, 8, 97, 1.7, 14, -2.7, -10
3. COc1ccc(C(C(=O)NC2CCCC2)N(Cc2cccs2)C(=O)c2ccn[nH]2)cc1OC (stereo unspecified)
 : -0.7, 4, -3, -10, 2.4, 4, 100, -1.3, 6, -1.2, -8
4. NCCCC[C@@H]1NC(=O)c2cc([N+](=O)[O-])cc(F)c2NCCCC[C@@H](C(N)=O)NC(=O)CNC1=O
 : 2.1, 13, /, 13, 0.0, -1, 102, -2.7, 17, -3.1, 11
5. O=C(O)CC/C(=C/c1cccc(NC(=O)c2ccccc2Cl)c1)c1nc2ccccc2s1
 : /, -12, -18, -4, 2.9, 1, /, /, 17, -3.6, /
6. CCOc1ccc(OCC)c(NC(=O)Cn2c(C)nc3ccccc3c2=O)c1
 : 0.5, /, -15, /, 1.2, /, 101, -1.5, /, /, -1
7. CSc1ccccc1OCc1cc(C(=O)NCCn2nc(C)cc2C)no1
 : 4.3, 0, 0, -22, 0.7, 5, /, 0.5, 2, -0.3, -10
8. O=C(CCS(=O)(=O)c1ccccc1)Nc1nccs1
 : 3.2, 16, 10, -25, 1.9, 1, 103, -0.4, 7, -1.1, 8
9. CCNC(=O)NC(=O)CSc1ccc(S(=O)(=O)N2CCOCC2)cn1
 : 0.3, -1, 1, 16, -0.3, -6, /, -0.6, 19, -4.9, 17
10. O=C(O)C(Cc1ccccc1)n1cnnn1 (stereo unspecified)
 : 1.6, 4, -4, 5, 1.1, 0, 75, 1.2, 12, -2.2, -5
11. CC(O)c1nc2ccc(C(=O)O)cc2[nH]1 (stereo unspecified)
 : -1.0, -15, 10, 12, 1.8, -4, 91, -1.2, -1, 0.1, 11
12. O=[N+]([O-])c1ccc2[nH]nc(-c3ccccc3)c2c1
 : 3.5, -3, -5, 1, 4.3, 3, 130, 0.4, -17, 3.1, -29
13. COc1ccccc1C(=O)Nc1ccncc1
 : 0.7, -13, -1, -7, 1.6, -5, 97, -1.0, 16, -3.1, 0
14. Cc1nc(NC2CCCCC2)c2nnn(Cc3ccccc3Cl)c2n1
 : 2.7, 3, -7, 0, 0.2, 5, 95, -1.9, -62, 12, -24
15. CCCc1nc2ccccc2c(C(=O)OCc2nnc(-c3cc(OC)c(OC)c(OC)c3)o2)c1CC
 : 0.2, -12, -30, 1, 1.7, 7, 104, -2.1, -12, 2.0, 191
16. Nc1nonc1-n1nnc(C(=O)N/N=C/c2ccccc2Br)c1CN1CCCC1
 : 2.3, 4, -60, 1, -1.7, 0, /, 1.1, -12, 1.6, 4
17. Cc1ccc(C23CC4CC(CC(C(=O)NC(C(=O)O)C(C)C)(C4)C2)C3)cc1 (stereo unspecified)
 : 0.7, -5, 8, -11, 4.3, 3, 105, 3.4, 11, -2.3, -11
18. CCn1c(=O)c(CCC(=O)N2CCN(c3ccccn3)CC2)c(C)c2c(C)nn(-c3ccccc3)c21
 : 1.5, -2, -17, 9, 0.1, 0, 105, -0.8, 15, -2.8, -4
19. O=C(O)CSc1nc2c(cnn2-c2ccccc2)c(=O)n1-c1ccc(Br)cc1
 : 0.4, 5, 1, 3, 0.1, 1, /, -0.8, 7, -1.4, 3
20. CC1=CC2=NC(=O)/C(=C/c3coc4ccc(Cl)cc4c3=O)C(=N)N2O1
 : 1.1, -6, -5, -30, 2.9, -1, 113, 0.3, -3, 0.6, -2
21. C[C@@]12C(=O)N(c3cccc(F)c3)C(=O)N1[C@@H]1c3ccccc3OC[C@@H]1[C@H]2c1ccccc1
 : 2.4, 0, 14, 11, 3.0, 1, 103, 1.1, -7, 1.2, 26
22. COc1cc(F)cc(C2=CC(=O)C[C@H](c3ccc(F)cc3)C2)c1
 : 2.2, 5, -15, 21, 2.8, -8, 105, 2.4, -17, 3.2, 0
23. CC(=O)Nc1ccc(NC(=O)CN2CCCC(C)C2)c(Cl)c1 (stereo unspecified)
 : -2.5, 5, 15, -18, 3.6, -1, 107, -2.7, 14, -2.4, -3
24. Cc1ccc(S(=O)(=O)Nc2ccc(NC(=O)Nc3cccc(C(F)(F)F)c3)cc2)cc1
 : 4.1, 4, 21, -8, 1.6, 21*, /, 1.7, -144, 28*, 12
25. COc1ccc(CN2C(=O)c3cccnc3C2=O)cc1S(=O)(=O)NC(C)C
 : 0.8, 2, -5, -6, 4.1, 2, 95, 0.7, 11, -1.9, -5
26. CCOC(=O)N1CCN(C(=O)c2cccc(NS(=O)(=O)c3ccc(F)c(F)c3)c2)CC1
 : 1.1, 4, /, -11, 1.7, 1, 105, 3.7, 8, -1.4, -20
27. CC1CC(C)CN(S(=O)(=O)c2ccc(C(=O)NN3CCOCC3)cc2)C1 (stereo unspecified)
 : 2.5, -9, -8, -25, 4.2, 2, 103, -1.9, 7, -1.1, 57
28. Cc1ccc2nc3c(cc(C(=O)NCCc4ccccc4)c(=N)n3CC3CCCO3)c(=O)n2c1 (stereo unspecified)
 : 0.6, 20*, -7, 6, 1.0, 0, 105, -0.6, 26, -5.0, 24
29. CC(=O)c1ccc(OC(=O)CCc2nc3ccccc3s2)cc1
 : 0.5, /, -2, /, 4.4, /, 103, -1.7, /, /, -9
30. Cc1ccc(S(=O)(=O)N2CCOCC2)cc1C(=O)NCc1ccc(F)cc1
 : 2.6, -6, /, -4, 1.3, 1, 99, -0.1, 1, -0.1, 3
31. CCOC(=O)C1CCCN(Cc2ccccc2Cl)C1 (stereo unspecified)
 : 1.6, -10, 3, -11, 2.4, 2, 120, -3.0, -7, 1.3, -16
32. COCCCNC(=O)Cn1nnc(-c2ccc(NC(=O)c3ccccc3OC)cc2)n1
 : -0.4, -6, -8, 5, 1.9, -2, 100, 0.2, 0, 0.0, 5
33. Fc1ccccc1NC(=S)N(CCN1CCCCCC1)Cc1cccs1
 : 0.1, 10, 13, 2, 2.6, -1, 104, -0.2, -3, 0.5, -3
34. O=C1Nc2ccccc2SC(c2ccccc2)C1O (stereo unspecified)
 : -0.5, -1, -7, 0, 4.6, 0, 98, -0.7, 6, -1.2, 9
35. CC1(C)Cn2c(nnc2-c2cccc(O)c2)S1
 : -1.7, -14, /, -16, 0.6, -2, 105, -1.4, 1, -0.2, -3
36. Cc1ccc(NC(=O)N2CCCC2)cc1Cl
 : 4.0, -1, 7, -10, 3.8, 4, 89, 2.8, -18, 2.5, 16
37. CCS(=O)(=O)N1CCN(S(=O)(=O)c2ccc(F)cc2)CC1
 : -1.1, 7, 7, -8, 3.1, -3, 103, 0.4, 6, -1.0, -8
38. C#CCn1c(=O)cc(C)c2ccccc21
 : 2.7, -1, -3, 5, 4.1, -2, 104, 0.6, 5, -0.8, /
39. COc1ccc(NC(=O)c2nc3nccc(C)n3n2)cc1S(=O)(=O)N1CCOCC1
 : -0.1, -2, -1, 5, 4.0, -1, 117, 1.5, 4, -0.8, -10
40. O=C(O)c1nn(CC(=O)N2CCC(Cc3ccccc3)CC2)c(=O)c2ccccc12
 : 3.6, 21*, 7, 0, 2.2, 5, 117, -0.9, -9, 1.1, -6
41. c1cncc(CSc2nnc3ccc(-c4ccncc4)nn23)c1
 : -0.4, 6, -14, 10, 2.0, -1, 104, 1.9, 6, -1.1, -4
42. COc1ccc(CCNC(=O)CCc2ccc(S(=O)(=O)NC(C)C)cc2)cc1OC
 : 0.4, 4, -12, 2, 3.5, -1, 109, -0.1, 8, -1.5, -3
43. Cc1cccc(C)c1NC(=O)CN(C)C(=O)CC1OC(=O)c2ccccc21 (stereo unspecified)
 : 1.2, 6, 3, -3, 1.9, 1, 103, 2.8, -5, 0.7, 3
44. O=C(O)c1ccc(-c2ccc(-c3ccccc3)cc2)s1
 : 1.4, 3, -18, -12, /, 5, 97, 1.3, 9, -1.7, 4
45. Cn1ncc(N=Cc2ccccc2O)c1C(=O)N1CCOCC1
 : 3.0, 1, 6, -20, 1.8, 8, 113, 1.0, 1, -0.1, -19
46. COc1ccc(-c2ccc(OC)cc2C(=O)O)cc1
 : 2.1, -9, /, 0, -0.1, 0, /, 0.0, 11, -2.1, -1
47. Cc1ccccc1C(=O)NC(=S)Nc1ccc(Cc2ccncc2)cc1
 : -0.2, -10, -13, 5, 2.5, -1, 107, -3.4, 1, -0.2, 17
48. COc1ccccc1N1CCN(C(=O)c2cc3c(=O)n4cccc(C)c4nc3s2)CC1
 : 4.8, 5, 1, -9, 1.6, 3, 100, 1.1, 20, -3.8, -27
49. CCCNC(=O)Cn1c(=O)cnc2ccccc21
 : 1.8, -1, -9, 9, 3.6, 0, /, 0.0, 14, -2.8, 156
50. CCC(C)NC(=O)Cn1c(=O)n(-c2ccc(OC)cc2)c(=O)c2ccc(C(=O)NCc3ccc(C)cc3)cc21 (stereo unspecified)
 : 2.1, 0, /, 15, 2.7, 2, 79, -1.3, 12, -1.9, -1

Next results follow:
Values run as follows: AddAB inh, PKA-R1A activ, PfHsp90 set2, HTR5A inv ag, phage Ecoli inh, HTR5A ag, DSG3 Ab inh, Ecoli viability, OPRM1-OPRD1 inv, MOR-DOR ag, Mot1-301 SUMO
51. CC(C)(C)NC(=O)NC(=O)COC(=O)C1=COCCO1
 : 0.4, -6, 6, -15, 0.6, 3, 97, -0.8, 0, 0.1, 0
52. O=C(Nc1ccccc1)c1ccccc1OCC(O)CN1C(=O)c2ccccc2S1(=O)=O (stereo unspecified)
 : 0.3, -6, /, 26, 1.9, 6, 99, -0.7, 2, -0.4, -6
53. CC(=O)Nc1c(C(=O)N2CCCCCC2)cnn1-c1ccccc1Cl
 : 0.3, 5, -14, 4, 3.1, 0, 79, 0.1, 5, -0.9, 63
54. CC(C)(C)C(=O)Nc1ccc(S(=O)(=O)Nc2ccccn2)cc1
 : 3.2, -9, -23, 3, 1.7, -1, 102, 2.8, -1, 0.2, -3
